mIDH1 inhibitor – qHTS for Inhibitors of mutant isocitrate dehydrogenase 1 (IDH1): qHTS; Potency, µM (highest dose often 76.6 µM), for inactives: top-dose activity change, negative = inhibition, usual class: inhibitors; AID 602179, 2012; IDH1-R132H enzyme, NADPH consumption, diaphorase/resazurin fluorescence; 0.093% of 390,000 active; also: potency is read from the fitted curve at half-maximal effect; % is scaled to controls: 0 for no effect and ±100 for the full control effect; nearly all actives have a fitted effect of over 65% in size
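IDH1-R132H (0.5 ug/mL dispensed) in pH 7.5 Tris buffer was preincubated 30 min with compound, then given a substrate mix of 0.016 mM NADPH and 2 mM alpha-KG for 80 min at room temperature; remaining NADPH was read by diaphorase/resazurin fluorescence.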
GRP78 ERSR act – qHTS for Inducers of the Endoplasmic Reticulum Stress Response (ERSR) in Human Glioma: qHTS; U87-MG GRP78 promoter luciferase reporter, 16 h; Potency, µM, without a hit: at the highest dose activation, usual class: activators; 0.02% of 420,000 active; AID 602332, 2012; also: potency is read from the fitted curve at half-maximal effect; series mostly up to about 76 µM; % of control where 0% means no effect; nearly all actives have a fitted effect of over 35% in size
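ERSR induction read as luciferase luminescence (Bright-Glo, 10 min at room temperature) in stably transfected human U87-MG glioma cells exposed to compounds for 16 h, using GRP78 as sensor.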
TrxR1 substrate – qHTS Assay for Substrates of Mammalian Selenoprotein Thioredoxin Reductase 1 (TrxR1): qHTS | Thioredoxin reductase 1, cytoplasmic (Rattus norvegicus), O89049 | purified TrxR1 substrate turnover, NADPH consumption readout | Potency, µM (titrated, usually from 114 µM), for inactives: at the top dose activity change, negative = substrate turnover | 0.01% of 390,000 active | AID 588456, 2011; also: potency is read from the fitted curve at half-maximal effect; % is scaled to controls: 0 for no effect and ±100 for the full control effect; nearly all actives have a fitted effect of over 50% in size
Target sequence (O89049 whole entry, looked up): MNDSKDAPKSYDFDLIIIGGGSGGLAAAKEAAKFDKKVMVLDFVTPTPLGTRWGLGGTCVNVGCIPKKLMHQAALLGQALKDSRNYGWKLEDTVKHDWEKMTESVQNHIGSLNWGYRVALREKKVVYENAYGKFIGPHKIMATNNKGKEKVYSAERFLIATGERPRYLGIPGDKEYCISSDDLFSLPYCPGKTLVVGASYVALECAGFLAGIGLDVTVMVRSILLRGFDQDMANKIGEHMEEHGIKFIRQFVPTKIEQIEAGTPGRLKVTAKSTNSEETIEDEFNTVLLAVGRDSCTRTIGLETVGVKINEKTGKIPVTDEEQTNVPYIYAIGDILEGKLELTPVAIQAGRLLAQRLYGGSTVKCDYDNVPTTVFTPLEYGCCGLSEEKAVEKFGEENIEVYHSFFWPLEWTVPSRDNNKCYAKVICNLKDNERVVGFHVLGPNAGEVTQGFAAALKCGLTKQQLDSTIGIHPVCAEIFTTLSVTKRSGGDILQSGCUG
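Rat TrxR1, dispensed at 90 nM, was prereduced with 400 uM NADPH (final) for 5 min at ~22 deg C, then incubated with compound 15 min before 400 uM selenite. A first-read NADPH fluorescence drop versus no-compound background flagged substrates.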
USP1 inh – Inhibitors of USP1/UAF1: Primary Screen; AID 743255, 2014; 0.23% of 390,000 active; Ubiquitin carboxyl-terminal hydrolase 1 (Homo sapiens), O94782; Potency, µM (doses to about 57.1 µM), without a hit: top-dose activity change, negative = inhibition, actives largely listed as inhibitors; recombinant USP1/UAF1, Ub-Rhodamine cleavage fluorescence; also: potency is read from the fitted curve at half-maximal effect; % is scaled to controls: 0 for no effect and ±100 for the full control effect; nearly all actives have a fitted effect of over 60% in size; inactives centre near -12
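USP1/UAF1 complex at 1 nM was preincubated with compound for 15 min at room temperature, then Ub-Rho substrate (150nM final) was added. Fluorescence (480/540 nm) was read kinetically, 6 reads every 60 seconds.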
PI4K2A inh – qHTS for small molecular inhibitors of PI4K2A; Phosphatidylinositol 4-kinase type 2-alpha (Homo sapiens), Q9BTU6; purified PI4K2A, ADP-Glo luminescence, 1 h; stronger effect = lower value; activity change, negative = inhibition, % at 76.9 µM; 0.13% of 420,000 active; AID 1346378, 2018; in the data active = activity change below about -50%; inconclusive = mostly about -30% to -49%;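 also: -100% = wells without enzyme as full effect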
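ADP-Glo luminescence measured ADP generated by PI4K2A enzyme (4 ug/mL before mixing) with 1.2 mM PI substrate (pre-mix) and 300 microM ATP (pre-mix). Tris pH7.5 buffer with MgCl2, Triton X-100; 1 h reaction at ambient temperature.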
Vif-APOBEC3F blk – qHTS for Inhibitors of Vif-A3F Interactions: qHTS; HeLa A3F-eYFP + Vif (tagged APOBEC3F with the HIV-1 protein that degrades it), YFP fluorescence increase; Potency, µM (highest dose often 46.1 µM), without a hit: at the highest dose activity, negative = active; 0.2% of 390,000 active; also: potency is read from the fitted curve at half-maximal effect; % of control where 0% means no effect; nearly all actives have a fitted effect of over 65% in size
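Fluorescence increase (Ex 488/Em 500-530) after overnight compound treatment at 37 deg C flags inhibition of Vif-driven A3F-eYFP loss in stable HeLa A3F-eYFP/Vif cells seeded overnight beforehand.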
LDHA inh – qHTS assay for inhibitors of human lactate dehydrogenase. L-lactate dehydrogenase A chain (Homo sapiens), P00338. AID 1347041, 2019. 0.15% of 480,000 active. activity change, % (values are at about 110 or 230 µM). purified LDHA, NADH/diaphorase-resazurin fluorescence; stronger effect = lower value; in the data active = activity change below about -30%; inconclusive = mostly about -25% to -30%;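 also: plate controls were DMSO wells for no effect and wells without enzyme for full effect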
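Enzyme activity of human lactate dehydrogenase 5 (2 nM; 0.06 mM NADH, 0.2 mM pyruvate, 5 min, RT) is measured via a resazurin/diaphorase fluorescence readout of residual NADH.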
Vif-APOBEC3G blk – qHTS for Inhibitors of Vif-A3G Interactions: qHTS; AID 602310, 2012; 0.076% of 410,000 active; DNA dC->dU-editing enzyme APOBEC-3G (Homo sapiens), Q9HC16; Potency, µM (top dose mostly 46.1 µM), for the others: top-dose activity, negative = active, hits mostly inhibitors; HeLa A3G-eYFP + Vif (tagged APOBEC3G with the HIV-1 protein that degrades it), YFP fluorescence, overnight;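 also: potency is read from the fitted curve at half-maximal effect; % is scaled to controls: 0 for no effect and ±100 for the full control effect; nearly all actives have a fitted effect of over 60% in size; hits raise eYFP signal because A3G escapes Vif-driven loss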
Target sequence (Q9HC16 whole entry, looked up): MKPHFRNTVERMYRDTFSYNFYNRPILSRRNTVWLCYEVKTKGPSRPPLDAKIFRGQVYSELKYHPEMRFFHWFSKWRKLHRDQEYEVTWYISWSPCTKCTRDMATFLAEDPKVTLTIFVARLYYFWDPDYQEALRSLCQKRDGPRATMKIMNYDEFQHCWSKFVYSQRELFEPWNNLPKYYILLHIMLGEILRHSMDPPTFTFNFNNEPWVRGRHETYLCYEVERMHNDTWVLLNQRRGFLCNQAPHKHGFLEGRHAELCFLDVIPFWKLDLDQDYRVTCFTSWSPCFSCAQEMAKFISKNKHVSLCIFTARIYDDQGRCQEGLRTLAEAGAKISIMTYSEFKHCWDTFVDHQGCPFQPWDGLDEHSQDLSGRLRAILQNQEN
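HeLa cells stably expressing Vif and C-terminally eYFP-tagged A3G, seeded overnight at 37 deg C, then exposed to compound by pintool overnight at 37 deg C. Rise in yellow fluorescence (Ex 488/Em 500-530, Acumen) marks blocked Vif-driven A3G degradation.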
RXFP1 ag – qHTS Assay for Agonists of the Relaxin Receptor RXFP1; Relaxin receptor 1 (Homo sapiens), Q9HBX9; HEK293T-RXFP1 cAMP TR-FRET, 30 min; response scale: percent of porcine relaxin response, buffer zero; Potency, µM (highest dose often 57.5 µM), for inactives: at the highest dose activation, actives largely listed as activators; 0.3% of 370,000 active; AID 2676, 2010; also: potency is read from the fitted curve at half-maximal effect; % is scaled to controls: 0 for no effect and ±100 for the full control effect; nearly all actives have a fitted effect of over 60% in size; many of its hits are not listed in these tables
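Agonist response is measured as cAMP accumulation in an RXFP1-transfected HEK293T line under PDE4 inhibition. Values are scaled between buffer-only and 29 nM porcine relaxin, and EC50s come from standard Hill equation fits.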
* marks the source's active call; other numbers are inactive results; ? = inconclusive; . = no result given; [ ] = dose if it differs, or a comment. Unless noted, calls follow the shape of the dose curve; as a rule, active = well fitted curve in the direction sought with a large enough effect; inconclusive = small, poorly fitted or top-dose-only effect, or another doubt; inactive = no such curve, though single readings can be large; an effect the other way counts as inactive or inconclusive. An excerpt; rates above refer to the full screens.

1: COc1ccc(/C=C/C(=O)C(C(N)=O)=C2SCCS2)cc1
2: CCOc1ccc(-c2nc(-c3ccc(OC)cc3)no2)cc1OCC
3: COC(=O)c1ccc(NC(=O)CSc2nnc(-c3cccnc3)o2)cc1
4: CCOC(=O)c1c(NC(=S)NC)sc2c1CC(C)(C)SC2
5: O=S1(=O)N=C2CCCCCN2C(c2ccc(Br)cc2)N1 (stereo not drawn)
6: CC(C)[C@@H](CO)N(C)S(=O)(=O)c1ccccc1Br
7: COCCN1C(=O)C(=O)/C(=C(/O)c2ccc(S(=O)(=O)N3CCOCC3)cc2)C1c1ccc(OC)c(OC)c1 (stereo not drawn)
8: CS(=O)(=O)Nc1cccc(C2=NN(C(=O)c3ccccc3)C(c3cccs3)C2)c1 (stereo not drawn)
9: O=C(C1CC1)N1CCc2cc(Br)cc(S(=O)(=O)N3CCOCC3)c21
10: CCn1cnc2sc(C(=O)N(Cc3ccc(N(C)C)cc3)Cc3ccco3)c(C)c2c1=O
assay / entry,1,2,3,4,5,6,7,8,9,10
mIDH1 inhibitor,3%,6%,5%,3%,-7%,29%,10%,-1%,12%,0%
GRP78 ERSR act,3%,-2%,1%,-3%,0%,-3%,-3%,0%,-7%,-2%
TrxR1 substrate,-10%,0%,5%,2%,-9%,-1%,-16%,0%,0%,-10%
USP1 inh,-5%,-7%,-17%,-17%,-5%,-15%,-9%,-13%,-15%,2%
PI4K2A inh,4,-3,0,-1,-11,-1,5,-1,-3,5
Vif-APOBEC3F blk,-8%,-6%,8%,-15%,-5%,2%,-1%,0%,-3%,4%
LDHA inh,-4,3,-3,-6,-7,-3,-3,1,3,-2
Vif-APOBEC3G blk,-8%,-2%,-4%,-10%,3%,4%,0%,-17%,-2%,-6%
RXFP1 ag,0.1%,0.4%,-0.5%,8.1%,1.9%,.,1.0%,4.8%,0.9%,6.1%

11: C[C@H]1CN([C@@H](C)CO)C(=O)c2cc(NC(=O)CCN3CCOCC3)ccc2O[C@H]1CN(C)C(=O)Nc1ccc(F)cc1
12: O=C(CN1C(=O)c2ccccc2S1(=O)=O)NCCC1=CCCCC1
13: COc1cc(C)c(Cl)cc1S(=O)(=O)N1CCSC1
14: CCOc1cc(CNCCc2ccc(S(N)(=O)=O)cc2)ccc1OCC(=O)NC1CCCCC1
15: COc1ccccc1-c1cc(C(=O)N2CCN(c3ccccc3OC)CC2)no1
16: O=C(NCc1ccccc1)c1ccc(CS(=O)(=O)c2ccccc2)o1
17: Cc1nc(Br)c(Br)n1Cc1ccccc1
18: CCC(C)(NC(=O)c1ccccn1)C(=O)NC1CCCCC1 (stereo not drawn)
19: Cc1cc(C)n(C(=O)CNC(=O)c2cccc(F)c2)n1
20: Nc1nnc(-c2ccc(Cl)c([N+](=O)[O-])c2)s1
assay / entry,11,12,13,14,15,16,17,18,19,20
mIDH1 inhibitor,6%,6%,-1%,10%,1%,-3%,5%,2%,0%,16%
GRP78 ERSR act,-2%,-2%,-2%,-1%,2%,0%,-1%,-2%,-3%,-6%
TrxR1 substrate,5%,-3%[57.1 µM],-8%[57.1 µM],-5%[57.1 µM],8%[57.1 µM],2%,.,9%[57.1 µM],-4%,-9%
USP1 inh,-10%,-3%,-11%,-17%,-23%,-3%,3%,-8%,3%,-19%
PI4K2A inh,-4,-7,-5,2,2,4,3,-5,-8,-2
Vif-APOBEC3F blk,-1%,0%,1%,-5%,-6%,-8%,-9%,-11%,3%,1%
LDHA inh,2,-3,-5,0,-1,4,-10,-7,-3,-2
Vif-APOBEC3G blk,1%,-11%,0%,-1%,-20%,4%,1%,-2%,2%,-2%
RXFP1 ag,.,2.7%,0.8%,1.5%,1.4%,-0.1%,.,-1.3%,6.5%,-1.0%

3 of the compounds above, field by field.
19: Cc1cc(C)n(C(=O)CNC(=O)c2cccc(F)c2)n1
  mIDH1 inhibitor = 0%	GRP78 ERSR act = -3%	TrxR1 substrate = -4%	USP1 inh = 3%	PI4K2A inh = -8	Vif-APOBEC3F blk = 3%	LDHA inh = -3	Vif-APOBEC3G blk = 2%	RXFP1 ag = 6.5%
17: Cc1nc(Br)c(Br)n1Cc1ccccc1
  mIDH1 inhibitor = 5%	GRP78 ERSR act = -1%	TrxR1 substrate = .	USP1 inh = 3%	PI4K2A inh = 3	Vif-APOBEC3F blk = -9%	LDHA inh = -10	Vif-APOBEC3G blk = 1%	RXFP1 ag = .
20: Nc1nnc(-c2ccc(Cl)c([N+](=O)[O-])c2)s1
  mIDH1 inhibitor = 16%	GRP78 ERSR act = -6%	TrxR1 substrate = -9%	USP1 inh = -19%	PI4K2A inh = -2	Vif-APOBEC3F blk = 1%	LDHA inh = -2	Vif-APOBEC3G blk = -2%	RXFP1 ag = -1.0%

Next results:
21: CC1CN(C(=O)c2ccc(COc3ccc4ccccc4c3)o2)CC(C)O1 (stereo not drawn)
22: S=c1[nH]nc(-c2cccnc2)n1/N=C/c1ccccc1
23: CN(C)/C=C/C(=O)c1cnc(-c2ccccc2Cl)s1
24: Cc1ccc2nc(NC(=O)C3CCN(S(=O)(=O)c4ccc5c(c4)oc(=O)n5C)CC3)sc2c1
25: Cc1ccc(C(=O)OCC(=O)NCc2ccc3c(c2)OCO3)o1
26: O=C(N/N=C/c1ccncc1)c1ccncc1
27: O=C(CSc1nc2ccccc2[nH]1)N/N=C/C=C\c1ccccc1[N+](=O)[O-]
28: CN(Cc1ccon1)C(=O)CC1C(=O)NCCN1Cc1cccc(F)c1F (stereo not drawn)
29: Cc1ccc(NC(=O)CN2C(=O)NC(C)(CCc3ccccc3)C2=O)cc1 (stereo not drawn)
30: O=C(CN1C(=O)C2C3C=CC(C3)C2C1=O)NCc1ccc2c(c1)OCO2 (stereo not drawn)
assay / entry,21,22,23,24,25,26,27,28,29,30
mIDH1 inhibitor,4%,1%,-7%,13%,-9%,-12%,4%,2%,2%,-2%
GRP78 ERSR act,-2%,-2%,4%,-1%,1%,-3%,-4%,-2%,2%,-6%
TrxR1 substrate,-3%,8%[57.1 µM],-8%,-5%,8%[57.1 µM],-5%,-5%,1%,-11%,-8%
USP1 inh,?,-8%,-21%,2%,-16%,0%,-4%,-14%,-5%,3%
PI4K2A inh,7,-2,3,-5,1,5,1,6,1,7
Vif-APOBEC3F blk,-6%,-10%,5%,2%,3%,6%,-14%,-19%,-6%,0%
LDHA inh,2,-3,-19,-3,-6,-8,-4,4,-1,-6
Vif-APOBEC3G blk,-4%,1%,-4%,4%,3%,2%,-1%,0%,-4%,3%
RXFP1 ag,-0.2%,0.0%,1.8%,-0.4%,.,.,3.6%,-0.3%,1.0%,2.5%

31: CC(C)=CC(=O)N1CC[C@@H](N2CCN(c3ccccc3F)CC2)[C@H](O)C1
32: Cc1cccc(Nc2nc(Cl)ncc2F)c1C
33: CC(C)NC(=O)COC(=O)c1cccc(NS(=O)(=O)/C=C/c2ccccc2)c1
34: COc1ccccc1-n1cnc2cc(C(=O)NC3CCCC3)ccc21
35: CC1=NN=C(c2ccccc2)C(c2c[nH]c3ccccc23)N1O (stereo not drawn)
36: COc1ccc(C(=O)C2=NN(C(C)=O)CC2c2ccco2)cc1 (stereo not drawn)
37: Cc1c(C2=CCN(S(=O)(=O)c3ccc(Br)cc3)CC2)c2ccccc2n1C
38: CCc1nnc(NC(=O)CSc2nnc(COc3ccc(C)cc3)n2-c2ccccc2)s1
39: COC(=O)CCC(=O)OC1(C)C(=O)C=C2C=C(C3CC3)N(CCc3c[nH]c4ccccc34)C=C2C1=O (stereo not drawn)
40: Cc1ccc(NNC(=O)c2c(F)cccc2Cl)cc1Cl
assay / entry,31,32,33,34,35,36,37,38,39,40
mIDH1 inhibitor,5%,0%,5%,-2%,5%,-2%,-2%,-3%,14%,4%
GRP78 ERSR act,-3%,-2%,1%,-2%,0%,2%,3%,-2%,-3%,-2%
TrxR1 substrate,4%[57.1 µM],6%,-10%,0%,0%,-4%,3%,1%[57.1 µM],-21%,7%
USP1 inh,-6%,-23%,-14%,1%,-12%,?,-20%,-12%,?,-10%
PI4K2A inh,0,0,-5,1,-8,3,-2,-8,-13,-2
Vif-APOBEC3F blk,-3%,8%,5%,-5%,-11%,5%,0%,-16%,-6%,5%
LDHA inh,-5,1,-9,0,-3,-1,-6,-20,21,-4
Vif-APOBEC3G blk,0%,-10%,-1%,1%,-5%,6%,-3%,-8%,-2%,-4%
RXFP1 ag,1.9%,0.7%,-0.4%,-2.7%,2.6%,0.5%,-0.2%,1.1%,0.0%,0.5%

Assay outcomes from PubChem.
